Source: PubChem
POLK inh = inhibitors of human DNA polymerase kappa. purified Pol kappa, fluorescent DNA synthesis assay, 10 min. AID 588579. Q9UBT6. actives 0.53% (n = 400,000). Potency, µM (series often up to 107 µM), for the others: top-dose activity, negative = inhibition, hits mostly inhibitors; also: potency is read from the fitted curve at half-maximal effect; % is scaled to controls: 0 for no effect and ±100 for the full control effect
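Here, compound and 10 nM enzyme are combined for 15 min at room temperature; adding 50 nM substrate (final) starts DNA synthesis, tracked by fluorescence at 0 and 10 min against buffer-only wells.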
Glioma ERSR ind = ER stress response induction in glioma | U87-MG GRP78 promoter luciferase reporter, 16 h | Potency, µM, for the others: at the highest dose activation, usual class: activators | actives 0.02% (n = 420,000); also: potency is read from the fitted curve at half-maximal effect; series mostly up to about 76 µM; % of control where 0% means no effect; nearly all actives have a fitted effect of over 35% in size
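ERSR induction read as luciferase luminescence (Bright-Glo, 10 min at room temperature) in stably transfected human U87-MG glioma cells exposed to compounds for 16 h, using GRP78 as sensor.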
Anesthetic bind = candidate novel general anesthetic via apoferritin binding; actives 0.074% (n = 350,000); Potency, µM (highest dose often 77.5 µM), inactives show at the top dose activity change, negative = displacement, usual class: inhibitors; P02791; apoferritin/1-aminoanthracene competitive binding, fluorescence; AID 485281; also: potency is read from the fitted curve at half-maximal effect; % is scaled to controls: 0 for no effect and ±100 for the full control effect; nearly all actives have a fitted effect of over 20% in size
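Read-out: endpoint 1-AMA fluorescence, excitation 380 nm and emission 535 nm, after compounds sit 10 min at room temperature with 10 uM horse-spleen apoferritin in 50% saturated 1-AMA/PBS. Values come from four-parameter Hill fits.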
Pol beta inh = DNA polymerase beta (human) inhibition | P06746 | Pol beta primer extension/strand displacement, fluorescence kinetic | Potency, µM (top dose mostly 114 µM), inactives show at the highest dose activity change, negative = inhibition, actives largely listed as inhibitors | actives 1.3% (n = 340,000); also: potency is read from the fitted curve at half-maximal effect; % is scaled to controls: 0 for no effect and ±100 for the full control effect
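Reaction started by 50 nM substrate onto compound-treated Pol beta (10 nM, 15 min preincubation, room temperature); plates read at 0 min and 10 min. Normalized concentration-effect data fitted by four-parameter Hill equation.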
Pol iota inh = inhibitors of human DNA polymerase iota; Pol iota fluorescent replication assay, 10 min; Potency, µM (series often up to 115 µM), without a hit: top-dose activity, negative = inhibition, hits mostly inhibitors; actives 1% (n = 390,000); Q9UNA4; AID 588590; also: potency is read from the fitted curve at half-maximal effect
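Pol iota at 10 nM preincubated 15 min with compounds at room temperature; reaction started with fluorescent substrate, 50 nM final. Fluorescence read kinetically at 0 and 10 min; buffer-only wells as negative control.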
LDHA block = inhibitors of human lactate dehydrogenase A; purified LDHA, NADH/diaphorase-resazurin fluorescence; active compounds read low; P00338; actives 0.15% (n = 480,000); AID 1347041; activity change, % (values are at about 110 or 230 µM); in the data active = activity change below about -30%; inconclusive = mostly about -25% to -30%;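 also: plate controls were DMSO wells for no effect and wells without enzyme for full effect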
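LDH5 2 nM; NADH 0.06 mM, pyruvate 0.2 mM; 200 mM Tris pH 7.4, EDTA, Tween-20; 5 min RT. Detection: diaphorase 0.133 mg/mL + resazurin 37 µM, fluorescence ex540/em590 at 0 and 20 min; normalized to enzyme-free and DMSO wells.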
APEX1 inh = blocks human APE1 abasic DNA cleavage; AID 2517; Potency, µM (series often up to 65.8 µM), for the others: top-dose activity change, negative = inhibition, most hits filed as inhibitors; recombinant APE1, TAMRA/BHQ-2 abasic DNA cleavage fluorescence; actives 0.35% (n = 350,000);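 also: potency is read from the fitted curve at half-maximal effect; plate controls were vehicle for no effect and reference inhibitor for full effect; nearly all actives have a fitted effect of over 55% in size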
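Incision of a quenched TAMRA/BHQ-2 THF abasic-site duplex (50 nM) by 0.75 nM APE1, after 15 min compound preincubation, measured as fluorescence increase over three 60 s reads. Values normalized to buffer, DMSO and NSC13755 control wells.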
BLM helicase inh = inhibitors of human Bloom syndrome helicase BLM; recombinant BLM DNA unwinding, fluorescence dequenching; Potency, µM (series often up to 56.1 µM), for inactives: top-dose activity change, negative = inhibition, hits mostly inhibitors; actives 0.2% (n = 350,000);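 also: potency is read from the fitted curve at half-maximal effect; plate controls were vehicle for no effect and no enzyme for full effect; nearly all actives have a fitted effect of over 35% in size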
Target sequence (P54132 whole entry, looked up): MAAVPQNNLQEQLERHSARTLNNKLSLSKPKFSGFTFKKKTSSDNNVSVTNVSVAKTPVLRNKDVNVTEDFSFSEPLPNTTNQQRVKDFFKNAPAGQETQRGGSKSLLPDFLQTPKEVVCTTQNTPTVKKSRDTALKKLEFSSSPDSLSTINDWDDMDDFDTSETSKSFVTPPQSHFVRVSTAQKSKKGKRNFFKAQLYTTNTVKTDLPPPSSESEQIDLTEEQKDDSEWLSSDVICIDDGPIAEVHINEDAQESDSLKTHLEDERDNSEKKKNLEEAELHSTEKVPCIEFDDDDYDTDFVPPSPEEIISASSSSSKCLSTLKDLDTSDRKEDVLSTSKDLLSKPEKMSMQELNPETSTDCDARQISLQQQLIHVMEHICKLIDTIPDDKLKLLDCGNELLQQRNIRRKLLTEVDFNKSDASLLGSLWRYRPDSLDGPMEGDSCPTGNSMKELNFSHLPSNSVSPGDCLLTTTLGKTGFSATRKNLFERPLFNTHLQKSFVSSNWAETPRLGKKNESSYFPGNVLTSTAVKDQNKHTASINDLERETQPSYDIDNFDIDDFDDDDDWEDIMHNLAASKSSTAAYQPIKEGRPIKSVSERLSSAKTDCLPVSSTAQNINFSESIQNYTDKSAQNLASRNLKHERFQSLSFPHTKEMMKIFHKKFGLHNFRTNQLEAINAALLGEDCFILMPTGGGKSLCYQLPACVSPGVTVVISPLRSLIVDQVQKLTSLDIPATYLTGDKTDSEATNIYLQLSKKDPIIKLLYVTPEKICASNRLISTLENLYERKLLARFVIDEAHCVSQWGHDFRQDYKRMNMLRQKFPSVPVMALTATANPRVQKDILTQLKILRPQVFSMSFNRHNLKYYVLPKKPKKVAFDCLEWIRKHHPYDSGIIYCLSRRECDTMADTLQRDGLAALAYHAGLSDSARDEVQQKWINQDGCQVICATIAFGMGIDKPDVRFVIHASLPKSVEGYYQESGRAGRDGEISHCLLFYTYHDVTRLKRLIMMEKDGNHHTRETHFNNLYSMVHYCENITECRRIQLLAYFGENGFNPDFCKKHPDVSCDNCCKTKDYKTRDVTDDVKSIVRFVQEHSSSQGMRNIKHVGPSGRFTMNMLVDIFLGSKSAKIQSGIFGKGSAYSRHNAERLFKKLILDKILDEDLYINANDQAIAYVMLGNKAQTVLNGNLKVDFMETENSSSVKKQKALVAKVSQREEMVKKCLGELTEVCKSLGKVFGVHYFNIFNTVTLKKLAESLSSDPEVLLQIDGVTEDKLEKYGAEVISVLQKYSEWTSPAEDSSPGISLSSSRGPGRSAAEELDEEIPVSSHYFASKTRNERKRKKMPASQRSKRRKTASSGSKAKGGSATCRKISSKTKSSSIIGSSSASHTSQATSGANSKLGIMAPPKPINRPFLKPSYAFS
Pol eta inh = DNA polymerase eta (human) inhibition | Potency, µM (highest dose often 114 µM), without a hit: top-dose activity change, negative = inhibition, usual class: inhibitors | actives 1.2% (n = 390,000) | recombinant Pol eta, fluorescent DNA replication assay; also: potency is read from the fitted curve at half-maximal effect; % is scaled to controls: 0 for no effect and ±100 for the full control effect
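Fluorescent replication assay: 50 nM final substrate added after a 15 min room-temperature compound preincubation with 10 nM enzyme. Signal taken at 0 min and again at 10 min.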
* = called active by the depositor; ? = inconclusive; nt = not tested or not shown; [ ] = remark or other dose. Unless noted, calls follow the shape of the dose curve; as a rule, active = well fitted curve in the direction sought with a large enough effect; inconclusive = small, poorly fitted or top-dose-only effect, or another doubt; inactive = no such curve, though single readings can be large; an effect the other way counts as inactive or inconclusive. Not all compounds are listed; rates above refer to the full screens.

structure	POLK inh	Pol beta inh	Pol eta inh	Glioma ERSR ind	Anesthetic bind	APEX1 inh	LDHA block	BLM helicase inh	Pol iota inh
COc1ccc(-c2noc(Cc3ccccc3OC)n2)cc1	3.0%	0.8%	-19.3%	4.6%	-6.7%	5.3%	-0.2	-9.0%	-8.2%
CN(C)CCNC(=O)c1scc2c1CCCC2	-14.4%	15.7%	-4.5%	0.3%	-1.1%	21.7%	-8.6	2.8%	-1.4%
CCCCn1nc(NS(=O)(=O)c2cccc3nonc23)c2cc3cccc(C)c3nc21	0.6%	-18.8%	-16.2%	-3.5%	-12.9%	10.4%	-3.7	-3.6%	3.3%
Cc1ccc(C(C(=O)NC2CCCCC2)N(C(=O)c2csnn2)C2CC2)o1 (stereo unspecified)	-8.9%	-8.3%	-5.2%	-3.7%	-8.0%	3.0%	-7.3	-0.3%	8.3%
Cc1ccc(C)c(Nc2nc3c(S(=O)(=O)c4ccccc4)nnn3c3ccccc23)c1	-11.8%	33.4%	-6.4%	-1.8%	-2.4%	1.9%	-0.6	2.8%	5.1%
Cc1cc(C)cc(C(=O)NCCCN2CCOCC2)c1	1.7%	-15.3%	-18.1%	-4.9%	-2.1%	29.5%	-7.2	-8.5%	154.8%[activator]
CN(C)NC(=S)NC1CCS(=O)(=O)C1 (stereo unspecified)	-4.2%	-4.5%	-17.1%	-1.3%	25.0%	?	-0.6	-10.8%	136.7%[activator]
N#C/C(=C/N1CCOCC1)c1ccccc1	-9.4%	-23.5%	-20.1%	-1.8%	-15.4%	3.0%	-1.9	1.6%	-10.4%
COCCn1nnnc1C(c1ccc2ncccc2c1)N1CCN(c2ccccc2F)CC1 (stereo unspecified)	2.2%	14.9%	-7.2%	-2.1%	-13.5%	-3.1%	4.1	-2.1%	-0.7%
Cc1cccc(NC(=O)c2cc3ccccc3oc2=O)c1	-15.0%	77.9%	-18.6%	0.5%	-7.8%	25.9%	-10.1	-2.1%	17.6%
CC(=O)c1cccc(NC(=O)c2nc(-c3ccccc3)n(-c3cccc(Cl)c3)n2)c1	-18.5%	?	-14.7%	0.4%	-0.9%	nt	-4.1	-9.2%	31.6%[activator]
CN(C(=O)c1cccc(NC(=O)Cc2ccc([N+](=O)[O-])cc2)c1)C1CCCCC1	-9.6%	nt	-12.5%	-3.0%	nt	-18.1%	-3.4	nt	16.6%
O=C(N/N=C1\CC2CC=CC12)c1ccc(COc2ccccc2)cc1 (stereo unspecified)	-2.5%	7.0%	-3.4%	-2.2%	?	0.5%	-16.6	-5.1%	-3.6%
CCOc1ccccc1NC(=O)c1c(NC(=O)C(C)Oc2ccc(Cl)cc2)sc2c1CCCCC2 (stereo unspecified)	-14.1%	?	-23.1%	-2.0%	-4.7%	nt	-11.3	-0.4%	41.5%[activator]
Cc1ccccc1N(CC(=O)N1CCCC1)S(=O)(=O)c1ccc(Cl)cc1	3.0%	nt	-10.2%	-3.0%	nt	nt	-4.0	nt	15.6%
COc1cc(-c2nnc(SCC#CCO)o2)cc(OC)c1OC	-2.3%	?	6.1%	-0.1%	-4.3%	-6.4%	-4.7	-1.9%	13.1%
Cc1ccnc(NC(=O)CNC(=O)c2ccccc2Br)c1	-1.5%	-25.9%	7.5%	11.0%	-9.3%	10.3%	-19.4	-22.0%	-22.2%
Cc1ccc(C(=O)NC2CCCCNC2=O)cc1C (stereo unspecified)	-3.7%	-12.3%	-11.8%	-0.2%	-0.8%	0.8%	-1.4	-8.2%	52.9%[activator]
Cc1cc(=O)n2c(c1C#N)SC1CCCCC12O (stereo unspecified)	-3.2%	6.8%	-5.2%	-0.6%	-19.0%	-0.4%	0.5	1.1%	24.2%
C1CCC(C23CC4CC(CC(C4)C2)C3)NC1 (stereo unspecified)	-16.5%	-8.7%	-4.2%	-3.8%	-6.1%	1.2%	-10.7	0.1%	8.5%
COc1ccc(C(=O)NCCCNC(=O)c2cnccn2)cc1Br	-1.3%	0.4%	11.5%	0.5%	-8.6%	-7.7%	-15.5	-2.8%	19.6%
Cn1c(=O)c2c(SCC(=O)N3CCOCC3)nc(CC(C)(C)C)nc2n(C)c1=O	nt	-0.7%	nt	nt	3.8%	0.8%	nt	4.4%	nt
COc1ccc(/C=N/c2sc3c(c2C#N)CCN(Cc2ccccc2)C3)c(O)c1	nt	6.0%	nt	nt	-9.3%	1.0%	nt	-4.4%	nt
CCOc1ccc(NS(=O)(=O)c2ccc3[nH]cc(C(=O)NCCc4ccccc4)c(=O)c3c2)cc1	3.6%[60.1 µM]	?	-12.8%	-1.8%	-19.4%	nt	0.0	-1.6%	-22.3%
O=C(Cc1ccc([N+](=O)[O-])cc1)Nc1cc(C(F)(F)F)cc(C(F)(F)F)c1	-6.2%	1.2%	?	-3.1%	-6.7%	-5.8%	3.8	-6.6%	43.7%[activator]
O=C(COC(=O)c1cc([N+](=O)[O-])ccc1NCc1ccccc1)NC1CCCc2ccccc21 (stereo unspecified)	-5.8%	-2.3%	2.2%	-4.4%	-18.2%	0.1%	-8.3	-9.3%	-2.3%
CC(=O)Nc1cccc(C(=O)OCC(=O)NC2CCCCCCC2)c1	15.3%	nt	-12.0%	-1.8%	nt	4.5%	0.5	nt	19.0%
O=C1c2ccsc2SCCN1Cc1ccc(Cl)cc1Cl	-7.4%	7.8%	?	-2.4%	?	-6.3%	-0.5	-3.5%	3.4%
Cc1cc(C)nc(NC(=O)c2c(-c3ccccc3Cl)noc2C)n1	-5.3%	8.4%	-3.4%	-7.0%	-9.1%	-2.8%	-9.4	-1.4%	18.5%
Cc1ccc(NC(=O)c2ncn(CCCNCC(C)c3ccccc3)n2)cc1C (stereo unspecified)	2.5%	nt	-5.5%	-1.7%	nt	nt	-0.4	nt	4.7%

The closing 2 entries of the part before open the next one.
structure	POLK inh	Pol beta inh	Pol eta inh	Glioma ERSR ind	Anesthetic bind	APEX1 inh	LDHA block	BLM helicase inh	Pol iota inh
Cc1cc(C)nc(NC(=O)c2c(-c3ccccc3Cl)noc2C)n1	-5.3%	8.4%	-3.4%	-7.0%	-9.1%	-2.8%	-9.4	-1.4%	18.5%
Cc1ccc(NC(=O)c2ncn(CCCNCC(C)c3ccccc3)n2)cc1C (stereo unspecified)	2.5%	nt	-5.5%	-1.7%	nt	nt	-0.4	nt	4.7%
COc1ccc(CCC(=O)NCC(c2ccco2)N2CCc3ccccc32)cc1 (stereo unspecified)	-3.9%	nt	-13.0%	-5.4%	nt	35.2%	-1.1	nt	9.4%
O=C(Cn1cc([N+](=O)[O-])ccc1=O)NCC1COc2ccccc2O1 (stereo unspecified)	-0.1%	nt	-1.3%	-6.7%	nt	18.3%	-9.5	nt	-13.0%
CCNc1nc(=S)nc(NCc2ccccc2)[nH]1	nt	?	nt	nt	-2.9%	-3.4%	nt	-4.2%	nt
Cc1noc(C)c1COc1ccc(C(=O)OC(C)C(=O)Nc2ccc(S(=O)(=O)N3CCOCC3)cc2)cc1 (stereo unspecified)	1.1%	27.7%	-17.8%	-1.5%	2.2%	-4.4%	-7.7	-4.1%	15.7%
O=C(NC1CCCC1)C(c1ccccc1)N(Cc1ccc(F)cc1)C(=O)c1csnn1 (stereo unspecified)	-7.4%	29.3%	-25.4%	-2.5%	-3.9%	-10.0%	-1.6	-8.6%	55.8%[activator]
CCC(C)C(NS(=O)(=O)c1ccc(C)cc1)C(=O)NCCCN1CCOCC1 (stereo unspecified)	-8.1%	22.3%	-0.2%	-4.1%	-5.1%	27.9%	-15.4	0.3%	-15.8%
O=C1c2ccc(-c3ccc(F)cc3OCc3ccccc3)cc2S(=O)(=O)c2cccc(C(=O)N3CCN(c4ncc(Br)cn4)CC3)c21	-7.5%	nt	6.8%	-3.2%	nt	-8.2%	-4.8	nt	-18.0%
Cc1cccn2c(=O)c3cc(C(=O)N4CCN(Cc5ccccc5)CC4)sc3nc12	-0.2%	nt	4.0%	-2.0%	nt	14.4%	0.9	nt	-10.4%
CC1(NC(=O)CCc2nc3ccccc3c(=O)[nH]2)CCS(=O)(=O)C1 (stereo unspecified)	-3.5%	63.7%	-5.6%	1.3%	1.1%	-0.3%	-3.9	0.5%	30.8%[activator]
COCc1c(C(=O)N/N=C\c2cccs2)nnn1-c1nonc1N	-8.7%	104.0%	-4.5%	-4.3%	0.8%	16.1%	0.9	-3.3%	41.6%[activator]
CCOC(=O)C1(Cc2cccc(OC)c2)CCN(Cc2ccc(OC)c(O)c2)CC1	-3.5%	-24.2%	-22.6%	-4.0%	-20.0%	2.3%	-13.3	0.2%	40.5%[activator]
CCOc1cc(CNCc2cc(OC)cc(OC)c2)ccc1OC	-1.4%	24.4%	-14.2%	-2.5%	-13.8%	29.7%	-13.7	3.9%	136.2%[activator]
COc1ccc(OCc2nnc(SCC(=O)Nc3ccccc3C#N)o2)cc1	-5.8%	81.7%	-16.2%	1.0%	-11.2%	20.5%	-4.3	-2.1%	57.8%[activator]
COc1ccc(NC(=O)CCc2nc3cccnc3n2Cc2cccs2)c(OC)c1	-10.9%	2.1%	-12.5%	-0.8%	-1.4%	nt	-1.4	-2.7%	-8.9%
COc1ccc(NC(=S)N(CCO)Cc2cc3c(C)cc(C)cc3[nH]c2=O)cc1	-2.1%	5.8%	-24.7%	-6.1%	-4.9%	-3.2%	-0.7	-2.1%	32.4%[activator]
CCC1=NC(c2ccccc2Cl)N(O)C1(C)C (stereo unspecified)	-11.1%	20.8%	-6.7%	-2.6%	?	0.1%	-11.1	0.6%	39.7%[activator]
O=[N+]([O-])c1ccc(N2CCN(CCOCCO)CC2)c([N+](=O)[O-])c1	-9.3%	16.9%	-9.6%	-1.9%	-14.5%	-0.1%	-19.2	0.0%	-6.3%
